# Assay outcomes as filed in PubChem BioAssay.
# GAA glycogen: alters human alpha-glucosidase cleavage of glycogen; AID 2100; 300,000 compounds, 0.38% hits; P10253; recombinant GAA, glycogen substrate, Amplex Red glucose oxidase fluorescence; Potency, µM (top dose mostly 76.4 µM), for inactives: top-dose activity change, negative = inhibition, most hits filed as inhibitors;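 also: 0% = full enzyme reaction and -100% = no-enzyme basal signal; the screen sought inhibitors and activators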
#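 Recombinant human enzyme (4 nM); glycogen substrate; 37 C, 40 min, pH 5.0. Readout: coupled glucose oxidase/Amplex Red fluorescence.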
# Tau FP inhib: blocks human tau fibril formation measured by polarization; Potency, µM (top dose mostly 57.7 µM), inactives show at the top dose activity, negative = inhibition, usual class: inhibitors; K18 P301L tau heparin fibrillization, Alexa594 FP, 6 h; 280,000 compounds, 0.39% hits; P10636; also: % is scaled to controls: 0 for no effect and ±100 for the full control effect; nearly all actives have a fitted effect of over 55% in size
# Target sequence (P10636 561-689 P618L limits assumed): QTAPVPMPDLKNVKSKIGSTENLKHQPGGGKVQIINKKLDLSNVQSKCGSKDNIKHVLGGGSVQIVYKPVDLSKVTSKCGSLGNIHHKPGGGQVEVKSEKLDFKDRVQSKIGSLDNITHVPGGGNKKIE
#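 Recombinant K18 P301L […], labeled with Alexa 594 at 0.24 uM over 15 uM unlabeled; heparin inducer 20 uM final; 37 C, 6 hr; FP endpoint.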
# GAA inhib: alpha-glucosidase (human) inhibition | P10253 | purified human GAA, 4-MU-alpha-glucoside fluorescence | Potency, µM (doses to about 76.9 µM), for inactives: top-dose activity change, negative = inhibition, most hits filed as inhibitors | 200,000 compounds, 0.005% hits | AID 1466;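 also: plate controls were uninhibited enzyme wells for no effect and no-enzyme background for full effect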
#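 Activity normalized between no-enzyme (basal) and enzyme-only wells. Conditions: 4 nM human enzyme, 400 uM fluorogenic substrate, citrate/phosphate pH 5.0 with Tween-20, 20 min room temperature, compounds up to 77 uM.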
# HTT ATP protect: Huntington cell model cytoprotection by ATP luminescence. PC12 HTT-Q103 induced, cytoprotection, ATP luminescence, 40 h. Potency, µM (highest dose often 56.4 µM), for inactives: cytoprotection (ATP increase), actives largely listed as activators. 230,000 compounds, 0.14% hits. AID 1471;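 also: % of control where 0% means no effect; nearly all actives have a fitted effect of over 45% in size; toxic huntingtin expression switched on by the ecdysone agonist tebufenozide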
#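 Rat PC12, Q103 Htt exon1-GFP fusion, ecdysone promoter; tebufenozide inducer 100 nM final; compound titration; qHTS, 1500 cells/well; ATPlite luminescent read.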
# Tau fluor counter: counter-screen for tau fibril formation inhibitors. tau K18 P301L Alexa594 fluorescence, heparin fibrillization. Potency, µM (titrated, usually from 57.7 µM), inactives show at the highest dose activity change, negative = decrease. 280,000 compounds, 0.93% hits. AID 1463; also: % is scaled to controls: 0 for no effect and ±100 for the full control effect; nearly all actives have a fitted effect of over 55% in size
#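 Human K18 P301L tau (15 uM unlabeled plus 0.24 uM Alexa 594-labeled, final) in 100 mM sodium acetate pH 7 was mixed with compound and 20 uM heparin and incubated 6 hr at 37 C.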
# Tau fibril ThT: blocks human tau fibril formation measured by thioflavin T; P10636; recombinant tau K18 P301L, heparin-induced fibrillization, ThT fluorescence; Potency, µM (series often up to 57.4 µM), without a hit: at the top dose activity, negative = inhibition, hits mostly inhibitors; 270,000 compounds, 2.1% hits; AID 1460; also: % is scaled to controls: 0 for no effect and ±100 for the full control effect; nearly all actives have a fitted effect of over 55% in size
#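 Using a mix of unlabeled (15 uM) and Alexa 594-labeled (0.24 uM) tau K18 P301L, heparin-triggered fibrillization over 6 hr at 37 C was scored by ThT fluorescence.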
# aGlu spleen mod: inhibitors or activators of human alpha-glucosidase in spleen homogenate. AID 2112. Potency, µM (highest dose often 79.9 µM), without a hit: top-dose activity change, negative = inhibition, most hits filed as inhibitors. human spleen homogenate, 4-MU-alpha-glucoside fluorescence. 240,000 compounds, 0.006% hits. P10253;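 also: 0% = enzyme with vehicle and -100% = no enzyme basal signal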
#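 Human spleen homogenate (1 ug) with 4-methylumbelliferyl-alpha-D-glucopyranoside (1 mM final) in 50 mM citrate/phosphate pH 5.0, 0.01% Tween-20; 40 min at 37 C. Stopped at pH 10; 4-MU fluorescence Ex 365/Em 440 nm; AC50 by Hill fit.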
# GLA spleen mod: alpha-galactosidase A (human) modulation; human spleen homogenate, 4MU-alpha-Gal fluorescence, 40 min; Potency, µM (highest dose often 80 µM), without a hit: at the top dose activity change, negative = inhibition, actives largely listed as inhibitors; 240,000 compounds, 0.008% hits; AID 2107;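 also: 0% = enzyme with vehicle and -100% = no enzyme basal signal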
# Target sequence (P06280 32-429 limits assumed): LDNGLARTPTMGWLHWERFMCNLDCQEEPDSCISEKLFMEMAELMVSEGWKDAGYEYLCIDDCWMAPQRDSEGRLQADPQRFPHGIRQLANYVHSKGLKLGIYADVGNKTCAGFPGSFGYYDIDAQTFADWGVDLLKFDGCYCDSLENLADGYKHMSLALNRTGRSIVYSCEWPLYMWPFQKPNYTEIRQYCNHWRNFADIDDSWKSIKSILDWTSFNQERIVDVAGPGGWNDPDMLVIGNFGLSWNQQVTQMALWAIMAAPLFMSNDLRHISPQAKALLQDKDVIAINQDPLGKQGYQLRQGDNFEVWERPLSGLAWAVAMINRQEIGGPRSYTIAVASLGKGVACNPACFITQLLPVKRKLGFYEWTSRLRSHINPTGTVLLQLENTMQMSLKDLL
#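 Human spleen homogenate (1 ug) was the enzyme source, with 4-methylumbelliferyl-alpha-D-galactopyranoside (1 mM final) in pH 5.0 citrate buffer with 0.01% Tween-20. Compounds were titrated; after 40 min at 37C, NaOH/glycine stop, 4-MU fluorescence read; AC50 from Hill fits.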
# Numbers without * were called inactive; u = inconclusive; x = not tested or not shown; [ ] = dose if it differs, or a comment. Calls follow the shape of the dose curve; as a rule, active = well fitted curve in the direction sought with a large enough effect; inconclusive = small, poorly fitted or top-dose-only effect, or another doubt; inactive = no such curve, though single readings can be large; an effect the other way counts as inactive or inconclusive. Potency is read from the fitted curve at half-maximal effect.
1. O=C(NC(=S)N1CCN(Cc2ccc3c(c2)OCO3)CC1)c1cccc(Br)c1
2. CC1CN(CC(=O)Nc2cccc(C(=O)Nc3cccc(C(F)(F)F)c3)c2)CC(C)O1 (stereo not drawn)
3. O=C(Cn1cc(C(F)(F)F)ccc1=O)Nc1cc(S(=O)(=O)N2CCOCC2)ccc1Cl
4. CN(C)C1NC(=O)c2cc(-c3ccccc3)sc2N1 (stereo not drawn)
5. Cc1cccc(NC2=NC(=S)N(CC#N)C23CCCCC3)c1
6. Oc1ccc(/C=N/NC2=NCCCCC2)cc1
assay / compound,1,2,3,4,5,6
GAA glycogen,12%,-6%,9%,-8%,2%,2%
Tau fibril ThT,-9%,-15%,-2%,3%,-1%,-2%
Tau FP inhib,0%,-8%,-7%,4%,-6%,5%
GAA inhib,-9%,-6%,-2%,6%,-7%,u
GLA spleen mod,5%,6%,-21%,10%,6%,-7%
HTT ATP protect,5%[10 µM],1%,29%[10 µM],-66%[inhibitor][10 µM],38%[10 µM],14%
aGlu spleen mod,2%,-13%,-2%,8%,4%,-4%
Tau fluor counter,-15%,-24%,2%,2%,-9%,-2%

# In the list so far, these have sulfur:
1. O=C(NC(=S)N1CCN(Cc2ccc3c(c2)OCO3)CC1)c1cccc(Br)c1
3. O=C(Cn1cc(C(F)(F)F)ccc1=O)Nc1cc(S(=O)(=O)N2CCOCC2)ccc1Cl
4. CN(C)C1NC(=O)c2cc(-c3ccccc3)sc2N1 (stereo not drawn)
5. Cc1cccc(NC2=NC(=S)N(CC#N)C23CCCCC3)c1
assay / compound,1,3,4,5
GAA glycogen,12%,9%,-8%,2%
Tau fibril ThT,-9%,-2%,3%,-1%
Tau FP inhib,0%,-7%,4%,-6%
GAA inhib,-9%,-2%,6%,-7%
GLA spleen mod,5%,-21%,10%,6%
HTT ATP protect,5%[10 µM],29%[10 µM],-66%[inhibitor][10 µM],38%[10 µM]
aGlu spleen mod,2%,-2%,8%,4%
Tau fluor counter,-15%,2%,2%,-9%

# (further entries)
7. Cc1cc(Nc2cccc(F)c2)n2nc(C)nc2n1
8. CCN(C(=O)CCc1nc(-c2ccc(OC)cc2)no1)c1cc(OC)ccc1OC
9. CC(C)(C)n1ncc2c(=O)n(CC(=O)NC3CCCCC3)cnc21
10. CCOC(=O)c1ccc(NC(=O)CN2C(=O)CSCC2=O)cc1
11. c1coc(-c2cc(C3CCNCC3)[nH]n2)c1
12. O=c1oc2ccc3ccccc3c2cc1-c1nnc(Nc2ccc(F)cc2)s1
assay / compound,7,8,9,10,11,12
GAA glycogen,0%,6%,13%,-13%,4%,15%[76.3 µM]
Tau fibril ThT,0%,u,-6%,-12%,5%,u
Tau FP inhib,5%,-2%,2%,4%,3%,6%
GAA inhib,-6%,-12%,-14%,-1%,2%,x
GLA spleen mod,2%,8%,-1%,4%,2%,x
HTT ATP protect,0%,-19%,0%,-8%[10 µM],-26%,x
aGlu spleen mod,-1%,0%,-2%,1%,6%,x
Tau fluor counter,6%,-14%,-10%,-12%,11%,-14%

# Only GLA spleen mod and Tau fluor counter, for 2 of the compounds above:
No. | molecule | GLA spleen mod | Tau fluor counter
7 | Cc1cc(Nc2cccc(F)c2)n2nc(C)nc2n1 | 2% | 6%
8 | CCN(C(=O)CCc1nc(-c2ccc(OC)cc2)no1)c1cc(OC)ccc1OC | 8% | -14%

# Next compounds follow.
13. O=C(Nc1cccnc1)c1c(F)cccc1F
14. CC(=O)Nc1cccc(NC(=O)Nc2ccc(F)cc2F)c1
15. O=C(Nc1ccccc1C(=O)N/N=C/c1ccco1)c1ccccc1Cl
16. CCOC(=O)c1nc(C)n(-c2ccc(Cl)cc2)n1
17. CCN(CC)S(=O)(=O)c1cccc(-c2nnc(SCC(=O)NC3CCCC3)n2N)c1
18. O=C(COCc1cc(-c2ccc(F)cc2)on1)Nc1cc(Cl)cc(Cl)c1
assay / compound,13,14,15,16,17,18
GAA glycogen,4%,4%,6%,7%,-1%,-5%[76.3 µM]
Tau fibril ThT,-4%,-1%,-15%,-11%,1%,-11%
Tau FP inhib,-5%,-14%,-2%,2%,-8%,u
GAA inhib,6%,u,u,-2%,-24%,x
GLA spleen mod,-1%,-6%,-4%,3%,-2%,x
HTT ATP protect,14%[10 µM],-23%,23%,-2%[10 µM],7%,x
aGlu spleen mod,1%,-1%,-4%,-2%,-1%,x
Tau fluor counter,-2%,-14%,-13%,-2%,-6%,-27%

19. Cc1nc2ccccc2c(=O)n1N(c1ccccc1)c1ccccc1
20. O=Cc1c(Cl)[nH]c(=O)n1-c1ccccc1
21. c1ccc(-c2nc(NCc3cccnc3)c3oc4ccccc4c3n2)cc1
22. Cc1cccc(Cn2c(=O)n(CCCC(=O)NCc3ccccc3Cl)c(=O)c3ccccc32)c1
23. CCOC(=O)C(C)Oc1cccc2c(=O)n(CC(=O)NCCc3ccc(OC)c(OC)c3)ccc12 (stereo not drawn)
24. O=c1[nH][nH]c(-c2ccccc2O)c1C(C[N+](=O)[O-])c1ccccc1 (stereo not drawn)
assay / compound,19,20,21,22,23,24
GAA glycogen,18%,-13%,-21%,4%[76.3 µM],2%,u
Tau fibril ThT,5%,-3%,-10%,-7%,3%,-18%
Tau FP inhib,-2%,2%,u,2%,2%,8%
GAA inhib,-2%,-2%,-6%,x,3%,0%
GLA spleen mod,0%,0%,-8%,x,3%,-5%
HTT ATP protect,x,-2%[10 µM],8%[0.074 µM],x,x,9%[10 µM]
aGlu spleen mod,2%,-7%,-3%,x,-2%,-11%
Tau fluor counter,-1%,0%,u,-4%,-5%,-8%

25. O=C(COC(=O)c1cc(S(=O)(=O)N2CCCCC2)ccc1N1CCOCC1)NC1CCS(=O)(=O)C1 (stereo not drawn)
26. CC1(C)CC(=O)C/C(=N\NC(=O)CCc2ccc(S(=O)(=O)N3CCOCC3)cc2)C1
27. COc1ccc(O)c(/C=N/NC(=O)c2ccc(OCc3cccc(Br)c3)cc2)c1
28. O=C(CSc1ncnc2c1nnn2Cc1ccccc1F)N1CCN(c2ccccc2)CC1
29. CN(Cc1cccc2cnccc12)C(=O)CCc1nnc(CCc2ccccc2)o1
30. CCN1C(=O)c2ccccc2S(=O)c2ccc(C(=O)N3CCCC3)cc21 (stereo not drawn)
assay / compound,25,26,27,28,29,30
GAA glycogen,3%,2%,-12%,2%,5%,-4%
Tau fibril ThT,0%,0%,u,u,-8%,-9%
Tau FP inhib,0%,2%,4%,-1%,5%,1%
GAA inhib,u,8%,5%,-9%,-3%,-1%
GLA spleen mod,-4%,1%,-3%,8%,0%,0%
HTT ATP protect,-28%,-4%,-58%[inhibitor],24%[10 µM],-7%[10 µM],8%[10 µM]
aGlu spleen mod,0%,-3%,-8%,-1%,-11%,-8%
Tau fluor counter,2%,1%,-28%,-13%,-7%,0%

31. COc1ccc(-c2cn3cccnc3n2)cc1NC(=O)c1cc(OC)c(OC)c(OC)c1
32. CSC1=NSC2=NC(=O)/C(=C/c3coc4ccc(O)cc4c3=O)C(=N)N12
33. Cc1nc(SCc2ccc(C(=O)O)cc2)c2c(C)c(C)sc2n1
34. CCOc1ccc(Nc2nc(N)nc(CSC(=S)N3CCN(c4ccccc4)CC3)n2)cc1
35. COC(=O)c1ccccc1N1C(=O)[C@@H]2C(c3ccc(F)cc3)=NO[C@@H]2C1=O
36. CCOc1ccccc1CNC(=O)CN1C(=O)c2cccnc2Oc2ccc(Cl)cc21
assay / compound,31,32,33,34,35,36
GAA glycogen,-15%,-12%,-6%,-14%,5%,-8%[76.3 µM]
Tau fibril ThT,-17%,22µM*,x,u,-5%,-4%
Tau FP inhib,1%,-5%,7%,1%,0%,2%
GAA inhib,13%,-5%,x,x,7%,x
GLA spleen mod,13%,0%,11%,-2%,0%,x
HTT ATP protect,-79%[inhibitor],x,18%[10 µM],-2%[10 µM],-13%[0.074 µM],x
aGlu spleen mod,x,-6%,1%,10%,12%,x
Tau fluor counter,-11%,u,12%,u,-4%,0%

37. CCOc1cc(/C=C2/C(=N)N3C=CSC3=NC2=O)ccc1OCCCOc1ccccc1C
38. Cc1cc(C)n(-c2nncc(-c3ccccc3)n2)n1
39. O=C(NCc1ccco1)C(c1ccc(F)cc1)N(Cc1cccnc1)C(=O)Cn1nnc2ccccc21 (stereo not drawn)
40. Cc1cccc(N(CC(=O)NCCSCc2cccc(Cl)c2)S(=O)(=O)c2ccccc2)c1C
41. NC(=O)CSc1nnc(-c2cccs2)n1Cc1ccco1
42. Cc1cccc(/C=C2\CS/C(=C\c3cccc(C)c3)C2=O)c1
43. COc1ccc(NC(=O)c2ccc(OC(=S)N(C)c3ccc(OC)cc3)cc2)cc1
44. Cc1oc(C(C)(C)C)cc1C(=O)Nc1ccc2c(c1)OCO2
45. COc1ccc(CCNC(=O)C2CCCN(Cc3nc(-c4cccc(Cl)c4)oc3C)C2)cc1OC (stereo not drawn)
assay / compound,37,38,39,40,41,42,43,44,45
GAA glycogen,3%,-7%,8%,-11%[76.3 µM],2%,-3%,3%,-12%,2%
Tau fibril ThT,u,u,1%,-9%,3%,3.5µM*,-4%,u,-8%
Tau FP inhib,-12%,-4%,0%,-2%,-3%,-3%,-8%,9%,-1%
GAA inhib,0%,u,0%,x,x,-6%,-9%,-13%[15.4 µM],-1%
GLA spleen mod,-2%,4%,-11%,x,-12%,-5%,11%,2%,-1%
HTT ATP protect,-42%[inhibitor],0%,-4%,x,9%[10 µM],9%,4%,17%[10 µM],-37%
aGlu spleen mod,-9%,-3%,-5%,x,-2%,-5%,3%,-6%,-11%
Tau fluor counter,-25%,-16%,1%,-22%,2%,-19%,-16%,u,-3%
